# LANA DNA inh = inhibitors of KSHV C-LANA binding to DNA, primary screen, biochemical, fluorescence polarization, FAM-LBS DNA, MBP-C-LANA, single point; Kaposi's sarcoma herpesvirus LANA C-terminal domain (residues 932-1162) DNA binding; inhibition, % at 9 µM; AID 504423, 2011; actives 0.078% (n = 340,000);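 active = highest replicate inhibition at or above 60% at 9 µM, even if other replicates fall short; inactive = all replicates below 60% inhibition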;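 also: 0% = neutral control wells and 100% = 4 µM acridine orange control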
# RTF Ca sens act = cardiac RTF calcium sensitivity activators, primary screen, biochemical, IANBD-TnC fluorescence, EC20 calcium; Troponin I, cardiac muscle (Homo sapiens) + Troponin T, cardiac muscle (Homo sapiens) + …; IANBD-labeled TnC RTF fluorescence at EC20 calcium; 0% EC20 calcium, 100% full calcium; activation, % at 7.2 µM; actives 0.24% (n = 340,000); AID 493008, 2010;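 active = activation above the mean over all tested compounds plus 3 SD, cut at about 30% in these data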;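 also: rise in fluorescence read as greater calcium sensitivity of cardiac thin filaments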
# V-ATPase pHluor = regulators of yeast V-ATPase proton pumping, primary screen, pHLuorin cytosolic pH fluorescence | S. cerevisiae | response, % at 10 µM | actives 0.37% (n = 350,000) | AID 504577, 2011; in the data active = response mostly above about 7.3%, no sharp cut-off; inactive = mostly below about 5.4%; also: actives read high; inactives centre near 0; some compounds called inactive have numbers as strong as hits; reference of the scale not given here
# Arrestin-AP2 inh = inhibitors of beta-arrestin/AP2 binding, primary screen, biochemical, GPCR trafficking, flow cytometry | actives 0.31% (n = 340,000) | inhibition, % at 10 µM | beta-arrestin 1 C-terminal peptide binding to AP2 beta2-adaptin appendage (human) | FITC-arrestin peptide / GST-AP2 beads; AP2 beta2 appendage carries R879A mutation;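 active = inhibition above a set limit, near 3 SD of compounds lacking own fluorescence, cut at about 54% in these data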;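 also: plate controls were DMSO wells for no effect and 5 µM unlabelled arrestin peptide for full effect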
#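 test system = AP2 appendage R879A on GSH beads | buffer or medium = PBS plus Tween 20 (0.05%) and BSA (0.1%) | incubation = 12 min plus 1 h, RT | detection = bead flow cytometry, FITC channel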
# Wnt act = Wnt/beta-catenin pathway activators, primary screen, cell-based, plate reader, single point. Wnt/beta-catenin reporter cell assay, activator. activation, % at 9.35 µM. actives 1.2% (n = 300,000); in the data active = activation above about 30%, passing the limit was not always enough;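 also: 0% = neutral control wells and 100% = positive control wells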
# DSG3 Ab inh = inhibitors of pemphigus antibody binding to DSG3, primary screen, biochemical, bead-based, flow cytometry, scFv-GFP | Desmoglein-3 (Homo sapiens), P32926 | DSG3-coupled beads, scFv-anti-DSG3-GFP binding; stronger effect = lower value | binding (percent of control), % at 10 µM | actives 0.48% (n = 310,000) | AID 588358, 2011;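 active = binding more than 3 SD below its plate's average and above zero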;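 also: hits lower antibody fragment binding to DSG3; some compounds called inactive have numbers as strong as hits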
# Target sequence (P32926 whole entry, looked up, the tested form may be a part): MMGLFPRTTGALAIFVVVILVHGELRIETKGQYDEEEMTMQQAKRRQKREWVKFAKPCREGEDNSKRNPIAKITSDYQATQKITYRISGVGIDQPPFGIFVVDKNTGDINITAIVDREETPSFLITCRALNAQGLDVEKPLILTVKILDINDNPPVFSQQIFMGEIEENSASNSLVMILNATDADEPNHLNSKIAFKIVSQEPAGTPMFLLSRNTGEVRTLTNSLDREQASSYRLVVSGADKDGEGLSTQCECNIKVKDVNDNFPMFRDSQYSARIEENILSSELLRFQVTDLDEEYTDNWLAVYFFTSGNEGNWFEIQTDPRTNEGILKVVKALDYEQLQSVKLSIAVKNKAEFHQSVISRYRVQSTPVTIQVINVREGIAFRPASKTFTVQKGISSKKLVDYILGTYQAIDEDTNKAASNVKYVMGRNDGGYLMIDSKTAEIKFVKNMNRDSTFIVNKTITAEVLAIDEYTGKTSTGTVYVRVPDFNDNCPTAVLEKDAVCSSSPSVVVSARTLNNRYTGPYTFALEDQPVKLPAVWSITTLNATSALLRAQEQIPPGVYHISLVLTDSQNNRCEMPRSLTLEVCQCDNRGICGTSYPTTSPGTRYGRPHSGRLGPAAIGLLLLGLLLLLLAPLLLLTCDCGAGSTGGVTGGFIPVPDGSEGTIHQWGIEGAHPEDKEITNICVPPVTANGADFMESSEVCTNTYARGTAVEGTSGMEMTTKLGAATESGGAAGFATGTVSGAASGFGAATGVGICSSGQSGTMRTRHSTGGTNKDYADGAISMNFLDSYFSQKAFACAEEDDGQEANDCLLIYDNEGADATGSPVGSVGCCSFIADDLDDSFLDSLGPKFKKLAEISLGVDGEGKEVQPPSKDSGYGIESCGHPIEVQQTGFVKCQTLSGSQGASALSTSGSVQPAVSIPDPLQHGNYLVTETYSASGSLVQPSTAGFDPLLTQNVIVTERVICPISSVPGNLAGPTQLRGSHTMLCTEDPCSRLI
# RTF Ca sens inh = cardiac RTF calcium sensitivity inhibitors, primary screen, biochemical, IANBD-TnC fluorescence, EC70 calcium | AID 493244, 2011 | inhibition, % at 7.15 µM | actives 0.12% (n = 340,000) | IANBD-labeled cardiac RTF, Ca2+ fluorescence;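 active = inhibition above the mean inhibition of all tested compounds plus 3 SD, cut at about 17% in these data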;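 also: assay run at fixed EC70 calcium of 1.6 mM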
# Keap1-Nrf2 PPI = Keap1-Nrf2 protein-protein interaction inhibitors, primary screen, biochemical, fluorescence polarization, single point | Keap1 Kelch-Nrf2 peptide fluorescence polarization, 1536-well | inhibition, % at 9.4 µM | actives 0.15% (n = 340,000); in the data active = inhibition above about 12%;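 also: human Keap1 Kelch domain with fluorescein labeled Nrf2 9mer peptide probe; 0% = neutral control wells and 100% = peptide positive control; higher means more block of Keap1 binding to Nrf2 peptide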
# OPRM1-OPRD1 ag = agonists of OPRM1-OPRD1 heterodimerization, primary screen, cell-based, luminescence | cells | activation, % at 9.3 µM | actives 0.3% (n = 340,000) | AID 504326, 2011; in the data active = activation above about 18%;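 also: 0% = vehicle-treated cells and 100% = reference agonist; values of inactives mirror those of a sister screen read the other way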
# OPRM1-OPRD1 inv = inverse agonists of MOR-DOR heterodimerization, primary screen, cell-based, luminescence; Mu-type opioid receptor (Homo sapiens) + Delta-type opioid receptor (Homo sapiens), …; cell-based MOR-DOR heterodimer luminescence, inverse agonism; inhibition, % at 9.3 µM; actives 0.21% (n = 340,000); in the data active = inhibition above about 22%, passing the limit was not always enough;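 also: 0% = cells with DMSO and 100% = wells without cells with DMSO; values of inactives mirror those of a sister screen read the other way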
# An asterisk follows results filed as active; nt = no result given.
LANA DNA inh	RTF Ca sens act	V-ATPase pHluor	Arrestin-AP2 inh	Wnt act	DSG3 Ab inh	RTF Ca sens inh	Keap1-Nrf2 PPI	OPRM1-OPRD1 ag	OPRM1-OPRD1 inv	Molecule
0.7	-4	-1	-6	-2	103	6	-2	-0.4	2	CC1(C)Cc2ccccc2-c2nc(NN)[nH]c(=O)c21
0.1	-1	-1	-20	0	98	-1	-1	-1.8	8	N#CCSc1nc2ccccc2c(=O)n1CCCC(=O)NCC1CCCO1 (stereo not drawn)
0.1	-2	-1	4	-1	97	3	-3	0.0	0	CC(C)NC(=O)C(=O)NCCN1CCN(C(=O)c2ccc(C(C)(C)C)cc2)CC1
0.7	1	0	-4	-3	100	-8	-6	-1.9	11	CCN1C(=O)N[C@@H](CCc2ccccc2)[C@H](C(C)=O)[C@H]1C
-3.1	-3	-2	17	nt	108	7	1	-1.5	7	CC(=O)c1c(C)c2c(n1CCN(C)C)CCCC2
1.8	2	-2	0	-1	103	-1	-4	0.0	0	Cc1onc(-c2c(F)cccc2Cl)c1C(=O)NNC(=O)C1CCN(Cc2ccccc2)CC1
-1.1	3	-3	3	-2	112	4	-8	-2.4	11	O=C(CC(NC(=O)c1ccccc1Cl)c1ccccc1)NC1=NCCS1 (stereo not drawn)
1.0	-4	0	-3	-1	97	1	1	2.6	-15	CC(NC(=O)NC1CCCCC1)c1ccccc1 (stereo not drawn)
-0.7	2	6	13	3	95	-4	-1	-1.6	8	C=CCNC(=O)C1CCN(S(=O)(=O)c2ccccc2)CC1
1.0	4	3	7	nt	101	-8	-1	1.4	-7	O=C1NC(c2ccc(Br)cc2)=N/C1=C/c1ccco1
-0.1	0	-5	19	3	99	-3	-11	2.0	-10	COc1ccc2[nH]c(C(=O)Nc3ccc(F)cc3Br)cc2c1
2.3	-7	1	-8	-1	106	-6	-2	-2.8	13	COCC(=O)Oc1c(S(=O)(=O)c2ccccc2)c(C)nn1C(C)(C)C
-0.2	-5	-4	26	1	101	-4	-1	-1.5	8	CC(=O)Nc1ccc(S(=O)(=O)N(C)CC(=O)N/N=C/c2ccncc2)cc1
-0.8	1	-4	-5	3	96	-7	-3	-0.2	1	COc1ccc(S(=O)(=O)N2CCc3ccccc32)cc1C(=O)N1CCOCC1
2.1	2	-3	17	0	101	-3	-1	-0.4	2	CCCc1cc(=O)oc2c3c(cc(OCC(=O)NCC4CCC(C(=O)O)CC4)c12)OC(C)(C)CC3 (stereo not drawn)
0.3	3	-1	-1	nt	116	-3	-6	-1.4	7	O=C(Cn1cnc2sc(-c3ccccc3)cc2c1=O)NCc1ccco1
-1.1	1	-3	26	-4	103	-2	7	2.7	-16	CC(Oc1ccc(Cl)cc1Cl)C(=O)Nc1ccc2oc(-c3ccncc3)nc2c1 (stereo not drawn)
1.2	3	4	-9	nt	93	5	-1	-1.4	8	CNC(=O)N(c1ccccc1)c1ccccc1
-0.4	-2	1	17	-1	102	0	-2	-1.2	6	Cc1cc(C)nc(N/N=C/C2=C(N3CCOCC3)C(=C/c3ccccc3)/CC2)n1
0.1	-3	-5	29	-4	99	0	1	2.5	-20	COc1cccc(CN(C)C(=O)CC23CC4CC(CC(C4)C2)C3)c1OC
1.0	2	6	-3	-2	nt	7	-5	1.2	-6	Cc1c(C(=O)NCCCN2CCCCC2)oc2ccc3c(c12)C(O)CC1(CCCCC1)O3 (stereo not drawn)
2.5	-4	1	0	-7	109	-7	-4	-0.5	2	COc1ccc(NC(=O)CCCc2nc3ccccc3c(=O)[nH]2)cc1Cl
-0.3	5	3	18	1	108	-3	0	0.6	-3	CS(=O)(=O)N(CC(=O)N1CCN(c2ccccc2F)CC1)c1cccc(C(F)(F)F)c1
-2.0	7	3	-11	1	109	-7	-3	0.3	-1	Cc1ccccc1OCC(=O)OCC(=O)Nc1ccc2c(c1)OCO2
2.6	-5	-8	4	-1	100	2	2	-4.4	24	CCOC(=O)CN1C(=O)N[C@@H](c2ccccc2)[C@H](C(C)=O)[C@H]1C
-0.1	4	0	-13	1	94	-3	-3	-1.0	6	CC1(C)C(c2cccs2)=[N+]([O-])C2(CCCCC2=O)N1O (stereo not drawn)
-1.7	1	-1	27	-1	100	-3	-5	-2.5	12	COC(=O)c1cccc(NC(=O)COc2cccc([N+](=O)[O-])c2)c1
9.6	-1	1	7	-1	107	-3	-1	-2.1	10	Cc1cccc(N2N=C(C(=O)O)CCC2=O)c1
2.7	-2	-3	1	-7	101	-7	-3	0.8	-5	COc1cc(CNCCN2CCOCC2)ccc1OCc1ccccc1Cl
-1.7	-5	-2	11	18	104	0	8	1.7	-8	O=C(N/N=C/c1ccc(Cl)cc1)c1ccc2c(c1)OCO2
1.6	-2	2	-1	0	100	-10	0	-1.6	11	CCN(CC(=O)Nc1ccccc1OC)C(=O)CN1C(=O)NC2(CCCC2)C1=O
1.2	-3	2	-23	0	81	-2	-3	-3.5	18	CN1CCO/C1=C(\C(Cl)=C(Cl)Cl)[N+](=O)[O-]
-1.2	7	-2	19	-1	109	-9	2	-1.8	10	CC1Cc2ccccc2N1C(=O)CN1C(=O)NC(C)(CCc2ccccc2)C1=O (stereo not drawn)
-2.0	3	1	-4	0	96	-6	0	-3.8	19	CCCN1CCN(CCCNC(=O)CN2C(=O)C(CC)Oc3ccccc32)CC1 (stereo not drawn)
-0.4	13	2	-10	-1	95	-1	-1	-3.2	15	CCOc1ccccc1C(=O)Nc1ccc2c(c1)C(=O)NC2=O
-0.9	6	7	2	-9	86	1	1	-2.5	13	CCOC(=O)C(NC(C)=O)C(=O)Nc1ccc(C)cc1C (stereo not drawn)
-0.7	0	1	1	0	101	0	-3	-1.7	9	O=C(Cc1ccc(Cl)cc1)c1c[nH]c(C(=O)NCCCN2CCOCC2)c1
-1.8	-1	6	17	-1	nt	-1	-3	-1.9	12	COc1ccc(CN(CC(=O)NC2CCCCC2)C(=O)CCC(=O)Nc2nccs2)cc1
0.2	6	-1	7	-5	105	3	-7	0.8	-4	CCOC(=O)c1sc(NC(=O)CSc2ncccn2)c(C#N)c1C
-0.1	-3	1	-1	nt	83	-9	-3	-1.2	7	Cn1c(=O)n(C)c2cc([N+](=O)[O-])c(N3CCN(C(=O)c4ccccc4)CC3)cc21
-1.0	-5	-5	14	2	105	-9	0	-2.0	9	CC1CCN(CC(O)COc2ccc(-c3ccccc3)cc2)CC1 (stereo not drawn)
-4.7	9	-1	-20	6	97	-4	-4	-2.4	12	Cn1c(N2CCCC2)nc2c1c(=O)[nH]c(=O)n2C
-1.4	7	-1	36	-2	106	2	-2	1.8	-9	CNC(=O)COC(=O)CNC(=O)c1cc(Cl)cc([N+](=O)[O-])c1
0.8	2	-1	-9	-2	104	-1	4	-0.1	1	COc1ccccc1N1CCN(S(=O)(=O)c2cc(C)sc2C)CC1
-1.0	-4	4	3	2	107	-9	-2	-2.9	15	C=CCN1C(=O)c2ccc(C(=O)NCCc3ccc(OC)c(OC)c3)cc2C1=O
-1.5	-3	-2	3	-3	99	-7	-5	-2.2	11	NC(=NCCc1ccccc1)NS(=O)(=O)c1ccccc1F
-3.9	-5	-2	8	0	109	-4	1	-1.8	9	O=C(CN1CCOCC1)Nc1nc(-c2ccccc2Cl)cs1
-1.4	1	2	6	0	98	1	-3	-2.7	15	CS(=O)(=O)N(CC(=O)NCC1CCCO1)c1ccc(F)c(Cl)c1 (stereo not drawn)
0.7	-5	1	32	nt	97	14	-1	-5.2	23	Cc1ccccc1NC(=O)CCC(=O)N/N=C/c1cc([N+](=O)[O-])ccc1O
-1.1	-5	4	23	-6	105	5	-1	1.4	-6	CCN(CC)Cc1nc2c(c(=O)[nH]1)C(CC)(CC)Cc1ccccc1-2
-0.9	-6	1	6	-2	nt	4	0	-3.5	18	Brc1ccc(/C=N/n2cnnc2)s1
-0.2	-1	-3	16	-2	109	3	-1	-3.5	18	O=C1CCC(C(=O)N2CCCCO2)CN1Cc1ccc(Cl)cc1 (stereo not drawn)
-0.5	-2	-3	13	-2	100	-3	1	1.3	-6	CC[C@]12c3[nH]c4ccccc4c3CCN1C(=O)C(CC(=O)NC/C=C(\C)CCC=C(C)C)C[C@@H]2C(=O)N1CCN(C(=O)C2CC2)CC1 (stereo partly drawn)
0.1	2	-3	0	14	102	-6	-9	-1.1	6	Cc1c(C(=O)NC(=S)NCC(C)C)oc2ccccc12
3.3	9	-2	4	nt	103	-11	2	-1.5	8	Cc1cc(NC(=O)c2cc3ccccc3oc2=O)no1
0.1	5	2	1	1	nt	-16	-1	-1.1	5	CCOc1ccccc1N(CC(=O)NCC1CCCO1)C(=O)CNS(=O)(=O)c1ccccc1 (stereo not drawn)
-0.8	0	0	-7	6	106	-3	3	-0.4	3	Cc1cc(C)c(NC(=O)C2=COCCO2)c(C)c1
0.4	-4	2	26	nt	109	-2	-6	0.3	-2	Cc1cc(C)c(S(=O)(=O)c2ccccc2)c(OC(=O)c2cc(F)c(F)cc2Cl)n1
0.7	1	-4	9	2	110	-2	4	-1.2	6	Cc1cccc(NC(=O)CCCc2ccccc2)c1C
-1.4	6	2	12	-7	102	-11	-2	1.1	-6	O=C(c1cc(Cl)nc2ccccc12)N1CCCCC1

# The listing continues.
LANA DNA inh	RTF Ca sens act	V-ATPase pHluor	Arrestin-AP2 inh	Wnt act	DSG3 Ab inh	RTF Ca sens inh	Keap1-Nrf2 PPI	OPRM1-OPRD1 ag	OPRM1-OPRD1 inv	Molecule
0.7	2	1	2	-3	4	-9	-5	-0.7	4	CCN(C(=O)COC(=O)CCC1CCCC1)c1c(N)n(Cc2ccccc2)c(=O)[nH]c1=O
-0.8	5	1	2	1	97	1	-1	-2.3	12	CCOC(=O)c1ccc(NC(=O)c2ccnn2C)cc1
1.1	-4	-1	8	2	108	-13	4	-0.8	5	CCCCN(C(=O)c1ccco1)C1CCS(=O)(=O)C1 (stereo not drawn)
-2.5	0	3	-8	nt	90	-14	1	-2.4	14	COC(=O)c1ccc(-n2c(CCC(=O)O)ccc2-c2ccccc2)cc1

# Reprinted at random: 2 records from the list, in no set order.
LANA DNA inh	RTF Ca sens act	V-ATPase pHluor	Arrestin-AP2 inh	Wnt act	DSG3 Ab inh	RTF Ca sens inh	Keap1-Nrf2 PPI	OPRM1-OPRD1 ag	OPRM1-OPRD1 inv	Molecule
-1.1	-5	4	23	-6	105	5	-1	1.4	-6	CCN(CC)Cc1nc2c(c(=O)[nH]1)C(CC)(CC)Cc1ccccc1-2
-2.0	3	1	-4	0	96	-6	0	-3.8	19	CCCN1CCN(CCCNC(=O)CN2C(=O)C(CC)Oc3ccccc32)CC1 (stereo not drawn)

# Source: PubChem BioAssay
